From PubChem BioAssay
UHRF1 MBD2 ctr = blocks human UHRF1 binding to methylated DNA; UHRF1 binding to methylated oligo, TR-FRET; 0.75% of 370,000 active; AID 687016; Q96T88; inhibition, % at 4.4 µM; in the data active = inhibition above about 21%;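 note: UHRF1 SRA domain binding a hemimethylated CpG hairpin DNA probe; 0% = median of test compound wells and 100% = reference inhibitor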
ARFGAP1 inhibitor = inhibits rat ARF GTPase activating protein 1. Q62848. Arfgap1-stimulated ARF1 GTP hydrolysis, GDP FP detection. inhibition, % at 16.5 µM. 0.26% of 360,000 active. AID 651572;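 active = inhibition above a per-plate limit, mean inhibition of low control wells plus 3 SD, cut at about 25% in these data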;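 note: 0% = DMSO wells with enzyme and 100% = wells lacking Arfgap1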
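Material – truncated rat Arfgap1 GAP domain · Buffer or medium – HEPES-based buffer, pH 7.5 · Reagent – human ARF1(Δ1-17)-GTP substrate · Dosing – 16.5 µM single point, 1.26% DMSO · Schedule – GTP hydrolysis reaction 2 h at 25 °C · Technique – GDP detection by fluorescence polarization · Benchmarks – No-Arfgap1 wells (100%) versus DMSO full-reaction wells (0%) · Repeats – single replicate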
PLCg1 inh = inhibitors of human phospholipase C gamma1; 0.84% of 370,000 active; AID 720700; inhibition, % at 12.2 µM; P19174; purified PLC-gamma1, fluorogenic substrate, fluorescence; in the data active = inhibition above about 9.5%
proKLK7 act = activators of human kallikrein-7 zymogen. activation, % at 7 µM. 0.9% of 370,000 active. P49862. purified proKLK7, EDANS-DABCYL substrate fluorescence; 100% is mature enzyme control, 0% vehicle;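 active = activation above the mean of all tested compounds plus 3 SD, computed per campaign excluding outliers beyond control limits, cut at about 13% in these data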
Target sequence (P49862 whole entry, looked up): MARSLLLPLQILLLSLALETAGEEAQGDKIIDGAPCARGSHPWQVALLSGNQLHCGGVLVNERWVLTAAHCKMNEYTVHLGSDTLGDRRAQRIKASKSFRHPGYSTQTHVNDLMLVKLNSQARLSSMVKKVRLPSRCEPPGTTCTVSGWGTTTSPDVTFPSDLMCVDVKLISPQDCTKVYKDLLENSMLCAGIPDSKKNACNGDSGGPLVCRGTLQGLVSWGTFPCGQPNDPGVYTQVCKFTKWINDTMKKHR
DDE Tn6 FP inh = DD(E)-Tn6 binding inhibition, primary FP screen; 0.21% of 370,000 active; Fibrin DD(E) TRITC-Tn6 fluorescence polarization displacement; P02675; inhibition, % at 8.3 µM;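 active = inhibition above a per-campaign cutoff: mean of compounds within control limits plus 3 SD, cut at about 15% in these data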;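 note: 0% = median of all compound wells on the plate and 100% = blocking peptide control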
PLC-beta3 inh = inhibitors of human phospholipase C beta3 | Q01970 | Purified PLC-beta3, fluorogenic substrate, fluorescence | inhibition, % at 12.2 µM | 0.18% of 370,000 active | AID 720704; in the data active = inhibition above about 11%;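 note: 0% = median of compound wells on plate and 100% = full blocker control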
Tn7 DDE FP = inhibitors of Tn7 peptide binding to human fibrin DD(E) | 0.13% of 370,000 active | AID 720508 | P02675 | FP displacement of FITC-Tn7 peptide from fibrin DD(E); 0% = median of compound wells per plate | inhibition, % at 8.3 µM;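 active = inhibition above the mean of compounds falling within the control limits plus 3 SD of them, cut at about 14% in these data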;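 note: 0% = plate median of compound wells and 100% = 10 µM Aha-Tn7 peptide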
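Test system – human fibrin DD(E) · Times – 10 min preincubation, 3 h with tracer, room temperature · Detection – fluorescence polarization of the labelled Tn7 tracer · Measure – percent inhibition normalized to high-control wells · Benchmarks – high control wells with 10 µM unlabelled Aha-Tn7 peptide (full inhibition) · Repeats – singlicate testing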
ADAM17 inh = inhibitors of human ADAM17; P78536; inhibition, % at 6.95 µM; recombinant ADAM17, EDANS/DABCYL FRET peptide cleavage; AID 720648; 0.83% of 370,000 active;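 active = inhibition above the mean of compounds lying between control limits plus 3 SD, set per campaign, cut at about 8.5% in these data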;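 note: 0% = DMSO-only wells as the low control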
MBD2 inh = MBD2-methylated oligo binding inhibition | Q9UBB5 | AID 686964 | inhibition, % at 4.4 µM | 0.31% of 370,000 active | TR-FRET, MBD2 binding to methylated oligonucleotide; in the data active = inhibition above about 13%
Target sequence (Q9UBB5 whole entry, looked up): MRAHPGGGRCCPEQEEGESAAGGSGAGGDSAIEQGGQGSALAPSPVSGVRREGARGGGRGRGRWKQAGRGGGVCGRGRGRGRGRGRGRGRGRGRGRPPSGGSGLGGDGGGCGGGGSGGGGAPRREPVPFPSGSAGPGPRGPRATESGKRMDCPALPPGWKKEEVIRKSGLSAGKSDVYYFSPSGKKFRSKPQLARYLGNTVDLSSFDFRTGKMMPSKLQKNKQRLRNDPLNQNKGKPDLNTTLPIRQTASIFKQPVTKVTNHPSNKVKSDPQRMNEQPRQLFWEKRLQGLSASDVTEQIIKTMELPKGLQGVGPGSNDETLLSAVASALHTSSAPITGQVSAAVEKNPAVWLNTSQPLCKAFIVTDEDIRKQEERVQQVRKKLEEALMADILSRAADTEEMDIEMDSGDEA
ASAP1 GAP inh = ASAP1 ArfGAP inhibition; ASAP1-stimulated ARF1 GTP hydrolysis, GDP FP detection; inhibition, % at 16.5 µM; 0.19% of 360,000 active; AID 624377; in the data active = inhibition above about 25%;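 note: 0% = vehicle with enzyme and substrate and 100% = no enzyme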
Target sequence (Q9ULH1 325-724 limits assumed): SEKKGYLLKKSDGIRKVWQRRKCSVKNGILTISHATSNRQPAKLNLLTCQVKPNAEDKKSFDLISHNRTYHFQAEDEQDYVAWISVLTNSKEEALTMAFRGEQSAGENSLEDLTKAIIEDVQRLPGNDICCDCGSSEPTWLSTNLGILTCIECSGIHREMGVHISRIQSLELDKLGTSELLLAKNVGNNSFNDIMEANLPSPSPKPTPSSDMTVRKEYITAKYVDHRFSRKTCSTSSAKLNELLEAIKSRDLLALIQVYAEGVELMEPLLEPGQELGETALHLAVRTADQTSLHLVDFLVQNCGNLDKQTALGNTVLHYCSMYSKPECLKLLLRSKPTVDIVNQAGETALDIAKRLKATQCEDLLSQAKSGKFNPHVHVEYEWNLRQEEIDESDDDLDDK
* = called active by the depositor; i = inactive.

SMILES | UHRF1 MBD2 ctr | ARFGAP1 inhibitor | PLCg1 inh | proKLK7 act | DDE Tn6 FP inh | PLC-beta3 inh | Tn7 DDE FP | ADAM17 inh | MBD2 inh | ASAP1 GAP inh
CCCCCC(=O)NC1CCCCN(C)C1=O (configuration not stated) | 2 | 11 | -1 | -0.6 | -5 | 2 | 6 | 0 | 1 | -3
CCOc1ccc(N2CC(=O)SC2=S)cc1 | -1 | 12 | 1 | -0.8 | -3 | -3 | -4 | 6 | -2 | -6
COc1cccc(Cn2nc3c4cc(F)ccc4n(Cc4ccc(F)cc4)cc-3c2=O)c1 | 5 | -9 | 1 | -0.2 | 12 | -3 | 13 | -4 | -3 | -3
CC1CCCN(CC(O)COCc2ccc3c(c2)OCO3)C1 (configuration not stated) | 0 | 5 | 0 | 0.1 | 3 | -4 | 4 | 0 | -1 | 2
COc1ccccc1-c1csc(NC(=O)c2ccc(N3C(=O)CCC3=O)cc2)n1 | -1 | -7 | -18 | -1.4 | 1 | -20 | -3 | -3 | 2 | 9
O=C(COC(=O)c1ccc(-c2ccc([N+](=O)[O-])cc2)o1)NC(=O)NC1CCCCC1 | -1 | -6 | -38 | 0.4 | -8 | -50 | -8 | 1 | 1 | -3
CCC(=O)N1CCc2cc(S(=O)(=O)N3CCc4ccccc4C3)ccc21 | 4 | 0 | 1 | 0.0 | 7 | 2 | 0 | 0 | -2 | -5
COc1cc(/C=N\NC(=O)CNC(=O)C(c2ccccc2)c2ccccc2)ccc1O | 1 | -1 | -1 | -3.0 | 0 | -9 | 5 | -8 | 4 | -1
CCOC(=O)[C@H]1[C@H]2COc3ccc(OC)cc3[C@@H]2N2C(=O)c3ccccc3NC(=O)[C@@]12C | -1 | 0 | 3 | 0.9 | 5 | 4 | 0 | 2 | -4 | 5
C=CCNC(=O)c1n[nH]c2c1CC(C(C)(C)CC)CC2 (configuration not stated) | 2 | -14 | 0 | -0.3 | -5 | 2 | 1 | -2 | -3 | 9

Entries shown so far containing sulfur, in the order listed:
SMILES | UHRF1 MBD2 ctr | ARFGAP1 inhibitor | PLCg1 inh | proKLK7 act | DDE Tn6 FP inh | PLC-beta3 inh | Tn7 DDE FP | ADAM17 inh | MBD2 inh | ASAP1 GAP inh
CCOc1ccc(N2CC(=O)SC2=S)cc1 | -1 | 12 | 1 | -0.8 | -3 | -3 | -4 | 6 | -2 | -6
COc1ccccc1-c1csc(NC(=O)c2ccc(N3C(=O)CCC3=O)cc2)n1 | -1 | -7 | -18 | -1.4 | 1 | -20 | -3 | -3 | 2 | 9
CCC(=O)N1CCc2cc(S(=O)(=O)N3CCc4ccccc4C3)ccc21 | 4 | 0 | 1 | 0.0 | 7 | 2 | 0 | 0 | -2 | -5

Continued.
SMILES | UHRF1 MBD2 ctr | ARFGAP1 inhibitor | PLCg1 inh | proKLK7 act | DDE Tn6 FP inh | PLC-beta3 inh | Tn7 DDE FP | ADAM17 inh | MBD2 inh | ASAP1 GAP inh
CN(CC(=O)Nc1c(Cl)cccc1Cl)C(=O)Cc1ccsc1 | 1 | 15 | -1 | -0.5 | 1 | -11 | -5 | -3 | 0 | 1
COc1c2ccoc2c(OC(C)=O)c2oc(C)cc(=O)c12 | 2 | 9 | -4 | 0.4 | 2 | -9 | 2 | -9 | 4 | -13
CN(C)S(=O)(=O)c1cccc(C(=O)Nc2ccccc2Cl)c1 | 0 | -12 | 3 | -0.2 | 2 | 1 | -4 | 0 | -2 | 12
CC1=CC(=O)C(C(C)C)=C/C1=N/OC(=O)c1cccc([N+](=O)[O-])c1 | -4 | 5 | 0 | 0.2 | -2 | -1 | 0 | -3 | -2 | 7
Cn1c(Cn2c(=O)sc3ccccc32)nnc1SCC(=O)N1CCCC1 | 2 | 7 | 0 | -0.2 | -4 | 0 | 9 | -1 | 4 | -2
COc1ccc(-c2cc3nc(NCC4CCCCC4)n(C)c(=O)c3s2)cc1OC | 1 | -8 | 1 | -1.0 | -1 | -5 | 0 | -9 | -1 | 2
CN1CCN(Cc2nc(-c3cccs3)no2)CC1c1ccccc1 (configuration not stated) | -2 | 6 | 6 | -0.1 | -3 | 4 | -2 | 2 | -7 | -1
COc1ccc2c(c1)C(=O)Nc1cc(Cl)ccc1N2 | -4 | 2 | 1 | 0.0 | 1 | -11 | 2 | -2 | 7 | 1
Cc1cnc(NC(=O)CSc2nnc3ncccn23)s1 | 0 | 10 | 4 | 0.1 | -1 | -5 | 1 | 0 | -8 | 2
COC(=O)C(C(=O)OC)c1ccccc1NS(=O)(=O)c1cccc2ccccc12 | -1 | -11 | 2 | 0.2 | 1 | 2 | 4 | 0 | 0 | -2
CC1CN(C(=O)COC(=O)c2ccc(Cl)nc2)CC(C)O1 (configuration not stated) | -1 | -3 | -2 | 0.0 | -13 | -5 | 1 | -2 | 1 | -1
CC(C)CCNC(=O)C1CC(c2cccc([N+](=O)[O-])c2)=NO1 (configuration not stated) | -4 | 1 | -2 | -0.2 | -2 | 2 | -6 | -2 | -7 | -18
CSc1nc(N(C)C)nc(N(C)C#N)n1 | 2 | 22 | 8 | -0.4 | 2 | -2 | -8 | 4 | -2 | -14
Cc1nn(-c2ccccc2)cc1/C=N/NC(=O)c1cccs1 | 0 | 6 | -2 | 0.2 | -2 | -8 | -1 | 0 | -2 | 1
COc1ccc(CN(CC(=O)NC2CCCC2)C(=O)CCC(=O)Nc2nc(C)cs2)cc1 | 1 | 6 | 0 | 0.3 | -1 | -1 | -1 | 2 | -2 | 6
Cc1ccc(CN2CCC(C(=O)NCCC(C)C)CC2)o1 | 3 | -8 | -1 | -0.2 | -8 | 1 | 3 | -2 | -1 | -5
CN(C)c1cccc(NC(=O)C2Cc3c(-c4ccccc4Oc4ccccc4)ccnc3O2)c1 (configuration not stated) | 0 | -11 | -7 | -0.8 | -4 | -3 | -4 | 5 | -1 | 9
Nc1nc(N2CCCCC2)nc(N2CCCCC2)n1 | 6 | 9 | -1 | -0.4 | 3 | 0 | -1 | -4 | 6 | -7
COc1ccc(S(=O)(=O)N2CCCc3nc(-c4ccccc4)ccc32)cc1 | 0 | 2 | -2 | 0.6 | 3 | 2 | 2 | 2 | -3 | -2
COc1cc(NC(=O)CN2C(=O)NC(c3ccccc3)(c3ccccc3)C2=O)cc(OC)c1 | -1 | 2 | 1 | 1.1 | 5 | -5 | 5 | 6 | -2 | 7
COc1ccc(Cc2nnc(NS(=O)(=O)c3ccc(NC(C)=O)cc3)s2)cc1 | 0 | -5 | -2 | 0.2 | -2 | -9 | -7 | -3 | -1 | -2
CCN(c1ccccc1)c1cc2ccccc2c(=O)[nH]1 | -5 | 18 | i | -1.3 | 0 | i | 4 | -216 | -2 | 18
Cc1c(C(=O)Nc2ccccc2)cn2c(nc3ccccc32)c1C#N | 0 | 4 | -53 | 0.6 | -8 | -61 | -1 | -10 | -2 | -1
COc1cccc(NS(=O)(=O)c2ccc3c(c2)CCN3C(C)=O)c1 | -3 | 0 | 1 | 0.8 | -8 | -1 | 2 | -2 | -2 | 9
Nc1ccccc1SCc1cn2cccnc2n1 | 2 | -7 | -9 | -0.3 | 0 | -10 | 6 | -6 | 3 | -15
O=C(NCCCn1ccnc1)C(Cc1ccccc1)N1C(=O)c2ccccc2C1=O (configuration not stated) | 5 | 1 | 0 | 0.1 | -11 | 7 | 0 | 0 | 3 | 0
CCOC(=O)c1cnc(-c2ccccc2)nc1Oc1ccc(OC)cc1 | -1 | -4 | 0 | 0.6 | 4 | -4 | -6 | 0 | 0 | 4
CSc1nc(Sc2cccc(Cl)c2)c2ccccc2n1 | 2 | -9 | 7 | -0.2 | -9 | 4 | -4 | 6 | -6 | -11
COc1ccc(C(=O)C2CCCN(Cc3ccc(C#CCCO)cc3)C2)c(OC)c1 (configuration not stated) | 0 | -9 | 1 | 0.0 | 2 | -6 | 2 | -1 | -1 | 3
C[C@H](O)[C@@H]1C(=O)N2CCc3c([nH]c4cccc(-c5ccccc5)c34)[C@@H]2C[C@@H]1N(C)C(=O)OCc1ccccc1 | -1 | 10 | -262 | -26 | 6 | -353 | -7 | -187 | 2 | 7
Cc1nnsc1C(=O)Nc1ccc(S(=O)(=O)N2CCCC(C)C2)cc1 (configuration not stated) | 2 | 2 | 3 | 0.3 | -4 | -7 | 5 | -1 | 0 | 6
C[C@@H]1CN([C@@H](C)CO)C(=O)c2cccc(NS(=O)(=O)c3cccs3)c2O[C@H]1CN(C)Cc1ccc(C(F)(F)F)cc1 | -1 | 5 | 0 | 0.4 | -1 | -3 | 4 | -2 | 1 | 12
COc1ccc(C(C#N)C2(C)OCCO2)cc1OC (configuration not stated) | 0 | 9 | 1 | 0.5 | 2 | 1 | 6 | -3 | 3 | -13
CCCCSCCCNC(=O)c1ccc2c(c1)N(CC)C(=O)c1ccccc1S2=O (configuration not stated) | 1 | 9 | 3 | 0.6 | 0 | -3 | 0 | 2 | -1 | 9
Cc1ccc(C(=O)Nc2ccc(C(=O)N/N=C/c3ccc(C)o3)cc2)cc1 | 5 | 8 | -19 | -0.3 | -3 | -43 | 1 | 1 | 1 | 4
O=C(O)CCC(=O)c1ccc(C2CCCCCC2)cc1 | 1 | -1 | -2 | 0.2 | 6 | -5 | 0 | -2 | 0 | -7
Clc1ccc(C2[C@H]3CN(CC4CCCCC4)[C@H](c4ccccc4)C34CC2(c2cccnc2)C4)cn1 (some centres not stated) | 8 | -1 | 12* | 0.2 | 1 | 8 | -6 | 7 | -3 | 15
CC(C)n1c(-c2ccccc2F)n[nH]c1=S | -1 | -20 | -1 | -0.1 | 4 | 1 | 2 | -6 | -4 | -4
Cc1ccc2[nH]c(CNC(=O)C3CCCCC3)cc2c1 | -1 | 0 | -18 | -0.2 | -9 | -30 | 5 | -6 | 1 | -5
CCc1cc2c(COC(=O)c3cc(S(=O)(=O)N4CCOCC4)ccc3F)cc(=O)oc2cc1O | 0 | 8 | -355 | 113* | 6 | i | -2 | -199 | -4 | 3
CCC(C)[C@@H](CN)NCC1(c2ccccc2)CC1 (some centres not stated) | -2 | 2 | 0 | -0.7 | 8 | 1 | -8 | -4 | 0 | -9
CCNS(=O)(=O)c1ccc(CCC(N)=O)cc1 | -1 | -3 | -2 | -0.2 | 7 | 2 | -3 | -1 | 1 | -15
CCOC(=O)CC1C(=O)NCCN1Cc1cccc(C(F)(F)F)c1 (configuration not stated) | -5 | -8 | 0 | -0.1 | 8 | -3 | 0 | -5 | -1 | 2
COc1cc(CNCc2cccc3ccccc23)cc(OC)c1 | -1 | 4 | 3 | -0.7 | 3 | 0 | 1 | -3 | 1 | 8
CC(C)C(=O)N[C@@H]1c2ccccc2CC[C@@H]1O | 3 | 7 | -1 | -1.0 | 2 | 4 | -2 | 5 | -4 | -2
CCOc1ccc(N(CC(=O)NCCSc2ccccn2)S(C)(=O)=O)cc1 | 2 | -4 | 5 | 0.2 | -2 | 1 | 0 | 10* | 3 | 17
Cc1cccn2c(=O)nc(SCC(=O)N3N=C(c4cccs4)CC3c3ccc(F)cc3)nc12 (configuration not stated) | -2 | -7 | -1 | 0.5 | 3 | -6 | 0 | -5 | 2 | 11
